# m5-HT2A agonist – agonists of mouse serotonin 5-HT2A receptor (HTR2A); activation, % at 7.6 µM; 360,000 tested, 0.66% active; AID 624169; CHO-K1 mHTR2A beta-arrestin complementation, luminescence; percent of 30 µM serotonin response;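 active = activation above a run cutoff, the mean activation of all tested compounds plus 3 SD, cut at about 14% in these data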;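 note: 0% = plate median of compound wells and 100% = 30 µM serotonin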
# Target sequence (P35363 whole entry, looked up): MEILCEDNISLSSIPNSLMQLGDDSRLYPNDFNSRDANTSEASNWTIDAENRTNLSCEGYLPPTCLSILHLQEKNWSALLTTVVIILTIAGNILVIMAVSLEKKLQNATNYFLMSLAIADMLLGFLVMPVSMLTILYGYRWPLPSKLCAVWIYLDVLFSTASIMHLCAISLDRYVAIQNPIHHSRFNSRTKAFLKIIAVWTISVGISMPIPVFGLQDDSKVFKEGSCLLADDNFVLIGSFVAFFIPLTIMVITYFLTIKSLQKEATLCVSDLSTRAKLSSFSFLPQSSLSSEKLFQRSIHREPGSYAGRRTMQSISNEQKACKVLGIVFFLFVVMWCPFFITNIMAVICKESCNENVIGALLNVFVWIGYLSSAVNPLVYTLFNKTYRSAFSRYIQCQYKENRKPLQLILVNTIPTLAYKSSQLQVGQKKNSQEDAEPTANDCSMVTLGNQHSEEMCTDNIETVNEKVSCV
# ABCB6 inh MLPCN – human ABCB6 transporter inhibition; 360,000 tested, 0.19% active; fluorescence ratio to DMSO, % at 10 µM; AID 602162; Q9NP58; K562-ABCB6 porphyrin accumulation, flow cytometry, 1 h; active compounds read low;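 active = fluorescence ratio to DMSO below 75%, the collection mean minus 3 SD; inconclusive = too few cells collected in the well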;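 note: signal is porphyrin accumulated inside mitochondria; 100% equals median channel fluorescence of DMSO control wells; lower ratio means ABCB6 inhibition with less porphyrin fluorescence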
# aDG glyco up – alpha-DG glycosylation activation | 360,000 tested, 0.22% active | Pro5-aDG cells, alpha-DG glycosylation AlphaScreen (IIH6); 0% Pro5, 100% B10-LARGE cell signal | activation, % at 10 µM;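 active = activation of at least 8% versus controls, or a plate z-score of at least 8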;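 note: Pro5 are CHO cells carrying HIG-tagged alpha-DG that lacks glycosylation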
# Exocytosis inh – blocks lytic granule exocytosis | 360,000 tested, 0.66% active | inhibition, % at 10 µM | TALL-104 LAMP-1 surface exposure, flow cytometry; cells stimulated with thapsigargin and PMA;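 active = inhibition above about 55%, limit read from the data; inconclusive = no clear call, values can overlap the other calls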
# hiPSC survival – enhancers of human iPSC single-cell survival; hiPSC single-cell survival, ATPlite luminescence; 100% = ROCK inhibitor wells, 0% = DMSO; survival enhancement, % at 20 µM; 360,000 tested, 0.044% active; AID 602274; in the data active = survival enhancement above about 18%;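 note: cells exposed to compounds for 16 hours before the ATP read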
# H9c2 protect – modulators protecting cardiomyocytes from myocardial damage | H9c2 cardiomyocytes, H2O2 injury protection, ATPLite, 2 h | protection from H2O2 cell death, % at 20 µM | 360,000 tested, 0.63% active | AID 588492;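 active = compounds giving at least 50% protection of heart cells from peroxide-induced death in the single-dose screen, raw or plate-pattern-corrected value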;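 note: 0% = DMSO wells with peroxide and 100% = DMSO wells without peroxide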
# MC4R antagonist – antagonists of human melanocortin 4 receptor (MC4R); P32245; MC4R-expressing cells, MTII-stimulated cAMP, LANCE TR-FRET; inhibition, % at 6.5 µM; 360,000 tested, 0.48% active; AID 540295;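 active = inhibition above its plate's cutoff, the mean of tested wells on that plate plus 3 SD, cut at about 29% in these data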;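 note: 0% = Melanotan II alone and 100% = Melanotan II plus saturating MCL0020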
# Target sequence (P32245 whole entry, looked up): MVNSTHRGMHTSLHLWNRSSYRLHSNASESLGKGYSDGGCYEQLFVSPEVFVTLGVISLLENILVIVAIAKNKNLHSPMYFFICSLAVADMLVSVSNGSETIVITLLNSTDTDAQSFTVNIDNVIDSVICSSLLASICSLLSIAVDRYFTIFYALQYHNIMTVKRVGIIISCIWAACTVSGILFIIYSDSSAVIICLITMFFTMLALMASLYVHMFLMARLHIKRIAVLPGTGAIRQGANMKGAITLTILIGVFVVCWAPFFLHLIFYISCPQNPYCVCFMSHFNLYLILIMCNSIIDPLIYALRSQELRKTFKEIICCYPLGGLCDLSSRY
#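 Material: U2OS-MC4R stable cell line | Reagent: Melanotan II challenge after compound preincubation | Doses: One concentration, 6.5 µM nominal | Incubation: 30-min compound preincubation, 1-h Melanotan II challenge, 1-h detection, room temperature | Signal: TR-FRET cAMP assay | Replicates: One well per compound, no replicates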
# N-glyco inh – N-linked glycosylation inhibition; D54 ERlucT glycosylation luciferase reporter, 24 h; percent of 100 nM tunicamycin response; reporter increase, % at 12.5 µM; 360,000 tested, 0.23% active;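 active = mean luciferase reporter signal, scaled so untreated is 0 and the glycosylation-blocking control 100, at or above a set limit in every replicate; inconclusive = mean reaches the limit but not every replicate does; inactive = mean below the limit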;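 note: luciferase carries N-glycosylation sites so blocking glycosylation raises the light; 0% = median of neutral control wells and 100% = median of 100 nM tunicamycin wells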
# MC4R ag barr – agonists of human melanocortin 4 receptor (MC4R) beta-arrestin; P32245; U2OS MC4R beta-arrestin complementation, luminescence; percent of melanotan II response, DMSO zero; activation, % at 8.9 µM; 360,000 tested, 0.98% active; AID 540308;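 active = activation above a per-plate cutoff, the mean activation of sample wells on that plate plus 3 SD, cut at about 8% in these data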
# ABHD5-PLIN5 inh – inhibitors of human ABHD5-perilipin-5 interaction | Q00G26+Q8WTS1 | Split G. princeps luciferase complementation, luminescence, 4 h | inhibition, % at 4 µM | 360,000 tested, 0.78% active | AID 602281;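 active = inhibition above the mean inhibition across every tested compound plus 3 SD, cut at about 22% in these data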;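 note: 0% = DMSO only wells and the 100% control is not disclosed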
# Starred values were filed as active, the others as inactive; ? = inconclusive; . = not tested or not shown. Compounds as they come. About 4.5% of those tested had a hit in this group.
SMILES,m5-HT2A agonist,ABCB6 inh MLPCN,aDG glyco up,Exocytosis inh,hiPSC survival,H9c2 protect,MC4R antagonist,N-glyco inh,MC4R ag barr,ABHD5-PLIN5 inh
CCc1noc(C)c1C(=O)Nc1nc2c(C)cc(C)cc2s1,-1,100,0.1,7,0.0,-7,3,2,-0.4,2
Cn1c(=O)c2ncn(CC(=O)NCCOCc3ccccc3Cl)c2n(C)c1=O,0,66*,0.0,-8,-1.3,8,-2,1,-1.2,2
Cc1ccc(/C=N/NC(=S)N2CCOCC2)cc1,0,103,-0.1,5,-0.6,-2,5,-2,-0.5,-5
Cc1ccc(-c2csc3nc(C)n(-n4c(C)ccc4C)c(=O)c23)o1,-1,98,-0.1,49,3.3,-21,25,0,1.1,52*
COc1ccc2cc(C(N)=O)/c(=N\NC(=O)c3ccccc3)oc2c1,-1,118,-0.1,7,-0.2,-4,-18,-17,-0.4,3
COc1cc(/C=C(\NC(=O)c2ccccc2)C(=O)NC(C(=O)O)c2ccccc2)cc(OC)c1OC (stereo not drawn),1,96,-0.1,4,2.5,-1,10,-1,0.5,3
COc1cc(OC)c(NC(=S)Nc2cccc(C(C)=O)c2)cc1Cl,-6,102,-0.1,-5,-0.8,13,2,1,0.9,1
COc1ccc(NC(=O)c2cc(C3CCCCN3S(=O)(=O)c3ccccc3)on2)c(C)c1 (stereo not drawn),-2,98,-0.2,-6,-2.2,3,-1,-3,-0.1,-9
Cc1cc(C(=O)Nc2ccccc2C(F)(F)F)no1,-5,102,0.1,3,-0.9,-3,1,3,-0.1,1
COc1ccc2[nH]c3c(N4CCC(O)(c5cccc(C(F)(F)F)c5)CC4)ncnc3c2c1,-4,95,0.9,54,-2.0,-12,0,20,5.8,0
CCOc1ccc2[nH]c(C)c(CN3CCOCC3)c(=O)c2c1,9,99,0.0,-5,-1.4,-2,4,1,-0.7,-6
Cc1cccc(C)c1NC(=O)Nc1nc(C(N)c2ccccc2Cl)cs1 (stereo not drawn),-7,91,-0.2,2,-0.6,-7,9,0,1.3,-7
CCc1ccccc1NC(=O)CN(C)C(=O)COC(=O)c1ccco1,6,102,-0.2,15,-0.6,-1,17,4,-1.8,-9
COCCCNC(=O)c1ccc2c(=O)n(Cc3ccccc3OC)c(=S)[nH]c2c1,-5,98,-0.1,16,1.5,-2,21,-2,0.2,-2
Cc1ncc(CO)c(CNc2ccc(-c3nc4ccccc4[nH]3)cc2)c1O,-1,99,-0.1,-14,-0.5,-11,-2,-10,-0.6,2
O=C(/C=C/c1ccccc1)NCCSCc1ccccc1,-5,98,0.1,-1,-0.7,-2,-3,0,-2.0,-3
COc1cc(OC)nc(NC(=O)COC(=O)C2CCCCC2)n1,4,102,-0.4,-1,2.5,2,-3,1,0.9,2
COc1ccc(C(c2nnnn2CC2CCCO2)N2CCN(c3cccc(C)c3C)CC2)cc1 (stereo not drawn),-3,100,0.8,0,-4.8,4,13,-5,-0.5,0
COc1cccc(N2CCN(C(=O)C3CCC(=O)N(C4CCCCCC4)C3)CC2)c1 (stereo not drawn),-1,100,0.3,-5,0.0,-1,-4,1,2.4,3
CC(C)Oc1cccc(C(=O)O)c1,1,91,-0.3,5,-3.9,10,6,1,-1.7,2
COC(=O)c1c(C)oc2ccc(N(C(C)=O)S(=O)(=O)c3ccccc3)cc12,2,83,0.8,8,-0.3,-4,6,-4,1.3,9
CCN(CCNC(=O)CN1CCN(Cc2ccc(Cl)cc2)C1=O)c1ccccc1,-3,104,-0.1,-3,-0.7,-1,7,-2,1.5,-4
CC(C)CCN1C(=O)c2ccc(C(=O)OCC(=O)N(CC(C)C)C3CCS(=O)(=O)C3)cc2C1=O (stereo not drawn),1,95,-0.2,-4,0.7,2,0,1,-2.5,4
Cc1cccc(NS(=O)(=O)c2ccc(NS(=O)(=O)c3cccs3)cc2)c1,0,98,-0.1,-11,0.1,-4,-1,0,0.1,-10
Nc1ccc(C(=O)Nc2ccc3nc(-c4cccnc4)[nH]c3c2)cc1,6,98,-0.1,0,1.9,1,-9,5,1.1,-2
COc1ccccc1C1C(C(=O)c2cc3ccccc3o2)=C(O)C(=O)N1CCN(C)C (stereo not drawn),-3,97,0.9,?,0.6,4,-2,1,1.4,4
COc1ccc(/C=C/c2nc(-c3ccccc3O)n[nH]2)cc1OC,-4,94,-0.4,65*,-1.6,37,6,2,-1.4,-1
CC(=O)N1CCc2cc(S(=O)(=O)NC(C(=O)NCc3ccccc3)C(C)C)ccc21 (stereo not drawn),8,89,0.1,2,-0.1,-9,6,-1,-1.6,5
Cc1c(Cl)cnc(NC(=O)COC(=O)c2cccs2)c1Cl,5,100,-0.1,-5,-0.5,5,17,5,-1.0,-6
CCOc1ccc(C2CC(c3ccc(OC)c(OC)c3)n3nc(N)nc3N2)cc1 (stereo not drawn),1,103,0.2,-3,-0.8,10,-1,0,1.6,2
O=C(COc1ccc(Br)cc1CO)Nc1ccc(S(=O)(=O)N2CCCC2)cc1,1,95,0.4,2,-0.5,-8,2,-5,-0.9,2
CCC(C(N)=NCCc1ccc(OC)c(OC)c1)c1ccccc1 (stereo not drawn),4,99,0.1,11,0.6,2,5,2,-0.5,11
CN1c2ccccc2Oc2c(c(=O)n(C)c(=O)n2C)C1c1cccc([N+](=O)[O-])c1 (stereo not drawn),-1,186,0.1,30,-2.0,26,-20,2,-2.4,8
COC(=O)c1ccccc1S(=O)(=O)N1CCC(C(=O)OC(C)C(=O)Nc2ccc(NC(C)=O)cc2)CC1 (stereo not drawn),8,102,-0.2,-1,0.4,-3,5,0,-3.5,0
CC(C)(C)c1ccc(S(=O)(=O)N2CCC(c3nc4ccc(Cl)cc4[nH]3)CC2)cc1,3,96,1.1,3,-1.5,-8,1,-4,4.0,-13
CC(C)Cc1cc(C(=O)Nc2cc(C(F)(F)F)ccc2Cl)no1,11,99,-0.2,-2,-1.6,-3,7,0,2.0,-6
C[C@@H]1C[C@H](Nc2ccccc2)c2ccccc2N1C(=O)c1cccnc1,5,105,0.2,0,5.3,14,0,4,5.7,0
COC(=O)Cn1c(=NC(=O)CSC(C)=O)sc2ccccc21,-4,98,-0.4,7,-1.7,7,13,1,0.0,-4
O=S(=O)(NC1CCCCC1Sc1ncccn1)c1ccccc1 (stereo not drawn),2,103,0.1,-2,3.6,4,2,-1,-1.5,2
CCOC(=O)N1CCC(N2CCN(Cc3ccc(C)o3)C(CCO)C2)CC1 (stereo not drawn),8,101,0.1,-2,-2.3,2,-5,-1,0.3,5
O=C(CSc1nnnn1C1CCCCC1)Nc1cccc(NC(=O)c2ccco2)c1,0,84,-0.1,1,0.4,7,4,-1,-1.1,-3
CC(C)CCNC(=O)CNC(=S)N(Cc1ccccc1)Cc1cccnc1,6,101,0.3,1,-1.4,0,0,-1,3.1,-3
COc1ccccc1NC(=O)C(O)C(O)C(=O)Nc1ccccc1OC (stereo not drawn),2,91,-0.2,-2,-2.4,-1,-5,1,-1.7,-3
O=[N+]([O-])c1cc(C(F)(F)F)ccc1NCCCN1CCOCC1,-3,97,-0.3,1,1.8,-3,20,0,3.4,2
CCN1CCN(CCNC(=O)c2ccc(/C=C3/Sc4ccccc4N(Cc4cccc(Cl)c4)C3=O)cc2)CC1,-7,96,0.0,79*,-0.2,-26,11,-8,4.2,22*
O=C(O)c1cc(S(=O)(=O)N2CCCCC2)ccc1N1CCOCC1,5,98,0.0,0,-0.1,0,21,1,-3.0,0
CC1(C)Cc2c(sc(NC(=O)C(=O)N3CCOCC3)c2C(N)=O)CO1,-5,98,0.0,-1,0.2,9,3,0,-1.0,-5
N#Cc1ccc(CSc2nnc(NC(=O)c3ccc(=O)[nH]c3)s2)cc1,0,98,-0.1,5,-0.1,4,8,-5,-1.7,0
O=C(NCCO)c1cc([N+](=O)[O-])cc2c1C=Cc1ccccc1O2,0,97,0.5,-6,-0.5,4,1,6,-1.6,2
CCOC(=O)C1CCN(S(=O)(=O)c2ccc3[nH]c(=O)oc3c2)CC1,-1,94,-0.1,1,0.7,2,2,1,-0.9,2
O=C(Nc1cc(S(=O)(=O)N2CCOCC2)ccc1N1CCCC1)c1ccc(Cl)cc1,-1,102,0.0,-1,0.0,-1,5,11,0.2,-6
Cc1ccn2c(C(=O)N/N=C\c3ccccc3[N+](=O)[O-])c(C)nc2c1,5,94,-0.2,0,0.4,9,-2,-3,-0.4,-6
c1ccc2c(c1)ncn2-c1cncnc1,2,101,-0.2,-3,-2.0,9,.,1,.,3
Cc1sc2nc(C3CC3)nc(SCC(=O)N3CC(=O)Nc4ccccc43)c2c1C,3,95,0.1,0,1.1,16,5,-1,5.1,-3
O=[N+]([O-])c1ccc(Cl)cc1NCc1cccnc1,5,96,-0.1,7,1.2,-1,-6,-2,2.4,10

# Gathered by group: the compounds so far containing a Cl atom (10)
SMILES,m5-HT2A agonist,ABCB6 inh MLPCN,aDG glyco up,Exocytosis inh,hiPSC survival,H9c2 protect,MC4R antagonist,N-glyco inh,MC4R ag barr,ABHD5-PLIN5 inh
Cn1c(=O)c2ncn(CC(=O)NCCOCc3ccccc3Cl)c2n(C)c1=O,0,66*,0.0,-8,-1.3,8,-2,1,-1.2,2
COc1cc(OC)c(NC(=S)Nc2cccc(C(C)=O)c2)cc1Cl,-6,102,-0.1,-5,-0.8,13,2,1,0.9,1
Cc1cccc(C)c1NC(=O)Nc1nc(C(N)c2ccccc2Cl)cs1 (stereo not drawn),-7,91,-0.2,2,-0.6,-7,9,0,1.3,-7
CCN(CCNC(=O)CN1CCN(Cc2ccc(Cl)cc2)C1=O)c1ccccc1,-3,104,-0.1,-3,-0.7,-1,7,-2,1.5,-4
Cc1c(Cl)cnc(NC(=O)COC(=O)c2cccs2)c1Cl,5,100,-0.1,-5,-0.5,5,17,5,-1.0,-6
CC(C)(C)c1ccc(S(=O)(=O)N2CCC(c3nc4ccc(Cl)cc4[nH]3)CC2)cc1,3,96,1.1,3,-1.5,-8,1,-4,4.0,-13
CC(C)Cc1cc(C(=O)Nc2cc(C(F)(F)F)ccc2Cl)no1,11,99,-0.2,-2,-1.6,-3,7,0,2.0,-6
CCN1CCN(CCNC(=O)c2ccc(/C=C3/Sc4ccccc4N(Cc4cccc(Cl)c4)C3=O)cc2)CC1,-7,96,0.0,79*,-0.2,-26,11,-8,4.2,22*
O=C(Nc1cc(S(=O)(=O)N2CCOCC2)ccc1N1CCCC1)c1ccc(Cl)cc1,-1,102,0.0,-1,0.0,-1,5,11,0.2,-6
O=[N+]([O-])c1ccc(Cl)cc1NCc1cccnc1,5,96,-0.1,7,1.2,-1,-6,-2,2.4,10
